High-throughput results deposited in PubChem by National Center for Advancing Translational Sciences (NCATS).
TrxR1 substrate – substrates of rat thioredoxin reductase 1; O89049; purified TrxR1 substrate turnover, NADPH consumption readout; Potency, µM (series often up to 114 µM), for the others: top-dose activity change, negative = substrate turnover; hit rate 0.01% among 390,000; AID 588456; further: potency means the concentration at half of the fitted maximal effect; on the % scale 0 is the no-effect control and ±100 the full control effect; nearly all actives have a fitted effect of over 50% in size
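Rat TrxR1, dispensed at 90 nM, was prereduced with 400 uM NADPH (final) for 5 min at ~22 deg C, then incubated with compound 15 min before 400 uM selenite. A first-read NADPH fluorescence drop versus no-compound background flagged substrates.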
PI4K2A inh – inhibitors of human PI4K2A; Q9BTU6; purified PI4K2A, ADP-Glo luminescence, 1 h; hits give low values; activity change, negative = inhibition, % at 76.9 µM; hit rate 0.13% among 420,000; AID 1346378; in the data active means activity change below about -50%; inconclusive means mostly about -30% to -49%;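 further: -100% = wells without enzyme as full effect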
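ADP-Glo luminescence measured ADP generated by PI4K2A enzyme (4 ug/mL before mixing) with 1.2 mM PI substrate (pre-mix) and 300 microM ATP (pre-mix). Tris pH7.5 buffer with MgCl2, Triton X-100; 1 h reaction at ambient temperature.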
USP1 inh – inhibitors of human USP1/UAF1 deubiquitinase | O94782 | recombinant USP1/UAF1, Ub-Rhodamine cleavage fluorescence | Potency, µM (titrated, usually from 57.1 µM), inactives show at the highest dose activity change, negative = inhibition, most hits filed as inhibitors | hit rate 0.23% among 390,000 | AID 743255; further: potency means the concentration at half of the fitted maximal effect; on the % scale 0 is the no-effect control and ±100 the full control effect; nearly all actives have a fitted effect of over 60% in size; inactives centre near -12
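In this screen, compounds sit with the deubiquitinase complex (1nM) for 15 min at room temperature before Ub-Rho is added at 150nM final. Fluorescence rise is then followed for 6 reads every 60 seconds.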
IDH1 R132H inh – blocks human mutant IDH1 R132H enzyme. IDH1-R132H enzyme, NADPH consumption, diaphorase/resazurin fluorescence. AID 602179. O75874. hit rate 0.093% among 390,000. Potency, µM (top dose mostly 76.6 µM), without a hit: at the highest dose activity change, negative = inhibition, usual class: inhibitors; further: potency means the concentration at half of the fitted maximal effect; on the % scale 0 is the no-effect control and ±100 the full control effect; nearly all actives have a fitted effect of over 65% in size
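IDH1-R132H (0.5 ug/mL) preincubated 30 min with compound, then NADPH (0.016 mM) and alpha-KG (2 mM) added; 80 min at RT, pH 7.5. Remaining NADPH coupled via diaphorase/resazurin to fluorescence (540/590 nm); concentration-response curves normalized to no-enzyme control.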
GLS inhibitor – inhibitors of human glutaminase (GLS); AID 624170; O94925; hit rate 0.21% among 410,000; Potency, µM (series often up to 45.5 µM), for the others: at the highest dose activity change, negative = inhibition, most hits filed as inhibitors; GLS enzymatic activity, qHTS titration; further: potency means the concentration at half of the fitted maximal effect; on the % scale 0 is the no-effect control and ±100 the full control effect
Target sequence (O94925 whole entry, looked up): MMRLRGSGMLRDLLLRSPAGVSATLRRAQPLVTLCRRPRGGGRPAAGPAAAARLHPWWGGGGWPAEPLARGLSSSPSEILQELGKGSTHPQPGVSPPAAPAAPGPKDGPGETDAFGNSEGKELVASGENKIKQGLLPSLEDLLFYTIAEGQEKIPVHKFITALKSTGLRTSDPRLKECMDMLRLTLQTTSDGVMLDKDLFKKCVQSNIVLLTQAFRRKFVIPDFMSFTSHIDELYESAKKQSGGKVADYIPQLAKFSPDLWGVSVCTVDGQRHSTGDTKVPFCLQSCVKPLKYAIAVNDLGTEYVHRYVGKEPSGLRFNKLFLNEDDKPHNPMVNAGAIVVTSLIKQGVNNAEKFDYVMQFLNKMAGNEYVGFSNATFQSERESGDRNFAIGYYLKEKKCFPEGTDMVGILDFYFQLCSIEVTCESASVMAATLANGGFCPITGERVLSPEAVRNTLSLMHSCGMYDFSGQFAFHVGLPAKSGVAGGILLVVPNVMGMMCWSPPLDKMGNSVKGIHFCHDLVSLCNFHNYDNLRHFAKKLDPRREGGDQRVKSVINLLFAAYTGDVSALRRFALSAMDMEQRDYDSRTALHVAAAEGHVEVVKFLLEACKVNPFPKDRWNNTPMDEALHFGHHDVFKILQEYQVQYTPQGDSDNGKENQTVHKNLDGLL
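Coupled fluorescence readout: glutamate oxidase/HRP/Amplex Red detect glutamate formed by hKGA from L-glutamine (1 mM solution added). Buffer 45 mM KH2PO4 pH 8.2, 0.02% Tween-20; reads at t0 and 30 min RT.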
rTrxR1 inhibitor – blocks rat thioredoxin reductase 1; Potency, µM (series often up to 114 µM), for the others: top-dose activity change, negative = inhibition, actives largely listed as inhibitors; hit rate 1% among 390,000; recombinant rTrxR1, NADPH fluorescence consumption, selenite substrate; O89049; AID 588453; further: potency means the concentration at half of the fitted maximal effect; on the % scale 0 is the no-effect control and ±100 the full control effect; nearly all actives have a fitted effect of over 65% in size
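Rat TrxR1 (90 nM in the dispensed reagent) was pre-reduced with 400 uM NADPH for 5 min at room temperature, then incubated with compound for 15 min. After 400 uM selenite was added, NADPH fluorescence (Ex 340/Em 450 nm) was followed for 8 min.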
Pin1 inh – blocks the human prolyl isomerase Pin1; Q13526; hit rate 0.009% among 390,000; Pin1 FP peptide displacement, HiFluor488, 10 min; Potency, µM (highest dose often 115 µM), for the others: at the top dose activity, negative = inhibition, most hits filed as inhibitors; active means well fitted inhibition curve with a large enough effect in the polarisation, with a control signal flat, not every such curve was filed as active; inconclusive means small, poorly fitted or top-dose-only effect, or effect the other way, or a change in a side signal; inactive means no such curve, though single readings can be large or run the other way; the % refers to the polarisation; further: potency means the concentration at half of the fitted maximal effect; on the % scale 0 is the no-effect control and ±100 the full control effect
HP1b binding inh – blocks HP1-beta chromodomain binding to methylated histone tails | P83916 | AlphaScreen HP1-beta / biotin-H3K9me3 peptide binding | Potency, µM (doses to about 114 µM), for inactives: top-dose activity change, negative = inhibition, usual class: inhibitors | hit rate 0.56% among 390,000 | AID 540317; further: potency means the concentration at half of the fitted maximal effect; nearly all actives have a fitted effect of over 70% in size; inactives centre near 23
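HP1-beta protein (50 nM final) preincubated 30 min at room temperature with biotinylated H3(1-18)K9me3 peptide (50 nM) in PBS pH 7.4, 0.01% Tween-20, then compound added for 30 min. AlphaScreen streptavidin donor/nickel chelate acceptor beads (10 ug/mL final), 30 min dark, luminescence read.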
Tb PGK inh – inhibitors of T. brucei phosphoglycerate kinase; PGK/GAPDH coupled, Kinase-Glo luminescence, 60 min; hit rate 0.043% among 380,000; P07378; Potency, µM (highest dose often 57.5 µM), for the others: at the highest dose activity change, negative = inhibition, hits mostly inhibitors; further: potency means the concentration at half of the fitted maximal effect; on the % scale 0 is the no-effect control and ±100 the full control effect; nearly all actives have a fitted effect of over 60% in size
Target sequence (P07378 whole entry, looked up): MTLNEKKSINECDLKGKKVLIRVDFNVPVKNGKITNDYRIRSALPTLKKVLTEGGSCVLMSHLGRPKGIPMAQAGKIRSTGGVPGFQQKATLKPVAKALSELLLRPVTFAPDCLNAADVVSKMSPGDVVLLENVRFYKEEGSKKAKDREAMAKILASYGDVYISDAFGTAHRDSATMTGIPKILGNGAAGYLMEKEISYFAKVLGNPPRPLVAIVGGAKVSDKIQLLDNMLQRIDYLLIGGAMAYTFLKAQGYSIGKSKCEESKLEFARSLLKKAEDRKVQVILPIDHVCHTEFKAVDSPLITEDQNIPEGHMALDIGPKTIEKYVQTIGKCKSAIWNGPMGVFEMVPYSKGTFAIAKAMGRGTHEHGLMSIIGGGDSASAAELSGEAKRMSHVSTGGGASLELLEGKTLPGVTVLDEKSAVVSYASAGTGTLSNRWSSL
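Luminescent ATP detection (Kinase-Glo Plus) follows a 60-minute room-temperature incubation, with wells lacking PGK as controls. Buffer: 100 mM TEA (pH 7.6), 5 mM MgCl2, 0.01% Tween-20. Coupling enzyme GAPDH (100 nM final) supplies unstable 1,3-BPG in-well.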
The depositor's hits bear a star; i = inactive; ? = inconclusive; . = not tested or not shown; & = joins results of further samples; [ ] = another dose, or the depositor's remark. Unless noted, the call rests on the fitted dose curve; in most records, active means well fitted curve in the direction sought with a large enough effect; inconclusive means small, poorly fitted or top-dose-only effect, or another doubt; inactive means no such curve, though single readings can be large; an effect the other way counts as inactive or inconclusive. This is a subset; count on the stated rates, not on these rows.

SMILES	TrxR1 substrate	PI4K2A inh	USP1 inh	IDH1 R132H inh	GLS inhibitor	rTrxR1 inhibitor	Pin1 inh	HP1b binding inh	Tb PGK inh
COc1ccc(C2c3c(nc(C)[nH]c3=O)Oc3c2c(=O)oc2ccccc32)cc1 (stereo not drawn)	-2%	-4	-19%	-1%	8%	10%	-4%	34%	i
CN1C(=O)C(Cc2ccsc2)C(=O)N(C)C1=O	3%	?	-6%	?	17%	?	6%	64%[activator]	-5%
Clc1ccc(COn2ccnc2)cc1Cl	1%	5	-17%	0%	2%	3%	0%	47%[activator]	-9%
Cc1o[nH]c(=O)c1C[C@@H](N)C(=O)O	1%	.	.	.	.	13%	-3%	12%	.
CCOc1cc2c(cc1OCC)-n1cccc1C(c1cc(OC)ccc1F)NC2 (stereo not drawn)	-2%	2	-17%	-10%	0%	24%	3%	-28%	1%
C/C(=N\Nc1ccccc1)c1c(O)[nH]c(=O)[nH]c1=O	-1%	-4	-24%	7%	32%[activator]	7%	-8%	38%	-5%
COC(=O)C1=C(c2ccc(OC)c(OC)c2)C[C@@H]2CC[C@H]1N2C(=O)NCCOc1ccccc1	-1%	6	-25%	-7%	1%	14%	3%	36%	-7%
CCOC(=O)[C@]1(C#N)[C@@H]2C=CC(C(C)=O)=CN2[C@@H](C(N)=O)[C@@H]1c1ccsc1	9%[57.1 µM]	1	?	6%	0%	2%[57.1 µM]	?	-1%	-1%
CCN1C[C@]2(COC(=O)c3ccccc3N)CC[C@H](OC)C34[C@@H]5C[C@H]6[C@H](OC)[C@@H]5[C@](O)(C[C@@H]6OC)[C@@](O)([C@H]13)[C@@H](OC)[C@@H]42	71%[activator]	-5	-19%	1%	9%	-13%	0%	30%	-9%
CCOCCN1CCN(c2nnc3n2-c2ccc(Cl)cc2C(c2ccccc2Cl)=NC3)CC1	-10%	6	-12%	2%	3%	-12%	-10%	34%	-1%
CCOc1ccc(CCNC(=O)c2cnc3sc(N4CCCC4)nn3c2=O)cc1	26%[57.1 µM]	-3	-9%	-3%	-1%	5%[57.1 µM]	4%	17%	i
CC(Cl)(Cl)/C(=N/P(=S)(N1CCOCC1)N1CCOCC1)N1CCOCC1	-2%	-2	-1%	2%	-2%	8%	32%[activator]	38%	-4%
CN1CCN(CC(=O)Nc2ccc([N+](=O)[O-])cc2C(=O)c2ccccc2)CC1	3%	-23	-6%	-8%	3%	7%	-6%	8%	i
O=Cc1cn(Cc2ccc(Br)cc2)c2ccccc12	4%	-3	-24%	-1%	3%	21%	-2%	65%[activator]	-4%
COc1ccc2c(c1)c(C(=O)CN1CCC3(CC1)OCCO3)c(C)n2Cc1ccccc1	-6%[57.1 µM]	4	2%	1%	14%	-6%[57.1 µM]	0%	18%	1%
COC(=O)C1=C(c2cccc(C#N)c2)C[C@@H]2CC[C@H]1N2C(=O)N1CCC(C)CC1	7%	0	-26%	9%	-3%	22%	9%	109%[activator]	-1%
Cc1cc(/C=C2\C(=O)NC(=O)N(C)C2=O)c(C)n1-c1ccc2c(c1)OCO2	2%	-26	-10%	12%	-12%	-6%	?	19%	-3%
O=C(Cn1cnc2sc3c(c2c1=O)CCCC3)NCCCC(=O)N1CCC2(CC1)OCCO2	0%	6	2%	2%	0%	10%	-3%	10%	-8%
CSc1ncc(CN2CCCC(C(=O)c3cccc(Cl)c3)C2)cn1 (stereo not drawn)	0%	-2	-13%	-4%	-17%	-2%	3%	45%[activator]	7%
O=C(O)CCCCC1SCC2NC(=O)NC21 (stereo not drawn)	-1%	-2	2%	-14%	7%&-4%	7%	1%	?	-1%
CCOC(=O)C1CCN(/C=C2/C(=O)NC(=O)N(Cc3ccco3)C2=O)CC1	1%	1	-20%	-6%	7.1µM*	-23%	-3%	-13%	?
CN(CCCCC(=O)/C=N/O)Cc1ccccc1 (tested in a mixture with another compound)	-7%	3	-20%	0%	69%[activator]	1%	-2%	40%[activator]	0%
Cn1c(O)c(C=NCCCN2CCCC2=O)c(=O)n(C)c1=O	-1%[57.1 µM]	7	-9%	-2%	4%	-8%[57.1 µM]	1%	1%	-10%
CN1CCN(c2ccc([N+](=O)[O-])c(Sc3ccccn3)c2)CC1	-8%	5	-4%	4%	-8%	4%[57.1 µM]	1%	8%	-5%
Cc1ccccc1-n1c(/C=C/c2ccccn2)nc2ccccc2c1=O	-5%	3	-10%	7%	-5%	13%[57.1 µM]	2%	9%	-6%
CCCCn1c(O)c(C(C)=Nc2cccc(C(=O)O)c2)c(=O)[nH]c1=O	7%	-1	-9%	8%	3%	-12%	4%	46%	-3%
COc1ccc(NC2(C#N)CCCCC2)cc1	4%	-1	-8%	-3%	1%	31%	-11%	32%	i
Cn1c(C(=O)N2CCC(C(=O)N3CCC4(CC3)OCCO4)CC2)cc2sccc21	11%	-2	-9%	2%	18%	25%	1%	4%	-6%
O=C1c2ccccc2-c2cccc3cccc1c23	3%	-4	9%	20%	4%	7%	?	2%	-2%
O[C@H]1C[C@H](c2ccccc2)N(CC2CCCCC2)C[C@@H]1n1cc(-c2ccc(F)cc2)nn1	.	2	?	5%	-6%	.	.	.	-10%
Cc1nn(CC(C)C)c(Cl)c1C(=O)NC1CCC(C)CC1 (stereo not drawn)	4%[57.1 µM]	-3	-18%	-2%	-1%	7%[57.1 µM]	?	7%	i
Cc1[nH]c2ccccc2c1C1=CCNCC1	5%	-4	-9%	2%	-18%	0%	31%[activator]	-9%	-10%
O=C(COC(=O)c1ccccc1)Nc1ccc(Cl)cc1C(=O)c1ccccc1	-9%[57.1 µM]	1	-5%	3%	-3%	7%[57.1 µM]	3%	38%[activator]	-8%
O=C1NC(=O)N(c2ccc(F)cc2)C(=O)/C1=C/c1ccc(N2CCOCC2)cc1	7%[57.1 µM]	-7	-19%	0%	1%	?	2%	30%	5%
O=C(CSc1ncnc2c1nnn2-c1ccc(F)cc1)NCC1CCCO1 (stereo not drawn)	-8%	-9	-10%	2%	3%	-18%	-5%	45%[activator]	-4%
COc1cccc(-c2nnc3n(Cc4ccccc4Cl)c(=O)c4ccccc4n23)c1O	5%	-9	-14%	-12%	38%[activator]	9%	1%	15%	i

Brought forward from above: two entries, then new ones.
SMILES	TrxR1 substrate	PI4K2A inh	USP1 inh	IDH1 R132H inh	GLS inhibitor	rTrxR1 inhibitor	Pin1 inh	HP1b binding inh	Tb PGK inh
O=C(CSc1ncnc2c1nnn2-c1ccc(F)cc1)NCC1CCCO1 (stereo not drawn)	-8%	-9	-10%	2%	3%	-18%	-5%	45%[activator]	-4%
COc1cccc(-c2nnc3n(Cc4ccccc4Cl)c(=O)c4ccccc4n23)c1O	5%	-9	-14%	-12%	38%[activator]	9%	1%	15%	i
CC(=NCc1ccco1)c1c(O)n(-c2ccccc2C)c(=O)[nH]c1=O	1%[57.1 µM]	-3	-4%	5%	5%	?	5%	14%	4%
O=C(OCc1ccccc1)N1CCC2CC1c1cc(N3Cc4ccccc4-n4nncc4C3)ccc12 (stereo not drawn)	.	0	-9%	-11%	9%	.	.	.	-4%
CCC1(CC)C(=O)N(Cc2ccccc2)C(=O)N(Cc2ccccc2)C1=O	-2%[57.1 µM]	-2	-6%	1%	-9%	7%[57.1 µM]	?	83%	-9%
O=P(N1CCCCCC1)(N1CCCCCC1)N1CC1	-2%	-2	-5%	0%	-3%	17%	-7%	21%	-8%
COc1cc2c(cc1OC)-c1c(OC)c(OC)cc3c1[C@H](C2)N(C)CC3	10%	?	?	8%	11%	-21%	?	21%	0%
Cc1ccsc1C(=O)C1CCCN(Cc2cccc(-n3cccn3)c2)C1 (stereo not drawn)	-3%	2	-2%	11%	4%	5%	0%	8%[57 µM]	i
COc1ccc(NC2=NCC(C)S2)cc1 (stereo not drawn)	2%[57.1 µM]	0	-2%	-6%	0%	2%[57.1 µM]	0%	23%	-7%
CCCCc1ccc(C(=O)O)nc1	3%[57.1 µM]	-8&-22	-19%	9%	6%&-9%	6%[57.1 µM]	1%	33%	-12%
CN1C(=O)N(C)C(=O)C2(Cc3c(nc4ccccn4c3=O)N3CCc4ccccc4C32)C1=O (stereo not drawn)	-3%	1	-12%	4%	47%[activator]	-11%	-2%	?	0%
CC(C)C/C(=N/O)c1cn(C)c2ccccc12	-3%	-2	-10%	3%	-3%	4%	-8%	10%	-7%
CC(Oc1ccc(-c2ccccc2)cc1)C(=O)O (stereo not drawn)	2%	-9	0%	-4%	?	3%	-1%	16%	-4%
COc1cc2c(cc1OC)C(C1c3cc4c(cc3CCN1C)OCO4)OC2=O (stereo not drawn)	-8%	-1	-1%	4%	10%	14%	2%	36%	-6%
COc1ccccc1N1C(=O)NC(=O)C2(Cc3cc(C)ccc3N(C)C2)C1=O (stereo not drawn)	0%	1	-11%	8%	0%	-7%	-4%	30%	i
COc1cc2c(cc1OC)[C@H]1C(=O)c3ccc4c(c3O[C@H]1CO2)C[C@@H](C(C)(C)O)O4	-9%	0	-1%	-3%[38.3 µM]	18%	-22%	5%	24%	2%
CCOc1ccc(N=Cc2c(O)n(Cc3ccccc3)c(=S)[nH]c2=O)cc1	-4%[2.29 µM]	-1	-9%	7%	-1%	-9%[2.29 µM]	15%	56%[activator]	-5%
CN1C(=O)C(C2(C#N)CCCCC2)C(=O)N(C)C1=O	16%	-1	-1%	13%	3%	30%	-8%	42%[activator]	i
